# From PubChem BioAssay
# Yfh1-off respiration = mitochondrial function rescue without frataxin homolog – Friedreich's ataxia, plus single-dose screen, dose response (AID 1465). S. cerevisiae Yfh1-off respiration, WST-1 reduction, 72 h; higher fold induction means a stronger effect. one-dose fold induction at 50 µM; EC50 in µM for titrated hits. 220,000 tested, 0.074% active;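 active means fold induction of absorbance versus untreated yeast above a set limit, then at least 30% activation at any dose in follow-up; inconclusive means repeats straddling the limit, or above it without dose testing; inactive means fold induction below the set limit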;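 further: activators that raise dye reduction in frataxin-depleted yeast; strong numbers were not always called active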
# NOD2 inhibition = NOD2 signaling inhibitors, cell-based, luminescence, uHTS, HEK293 (AID 1566); HEK293 NOD2/NF-kB luciferase reporter, luminescence; higher % means a stronger effect; inhibition, % at 4 µM; hits with a dose series show EC50 in µM; 290,000 tested, 0.63% active; further: many of its hits are not listed in these tables
# West Nile antiviral = inhibition of WNV-induced cytopathic effect – cell-based, CPE readout (AID 1621); West Nile virus-infected cells, CPE inhibition; higher % means a stronger effect; CPE inhibition, % at 10 µM; hits with a dose series show IC50 in µM; 290,000 tested, 0.02% active; in the data active means a potency from the dose series; inconclusive means CPE inhibition mostly from about 3.7% at the one dose, without a potency; inactive means the rest, 99 in 100 with CPE inhibition below about 2.2%; further: strong numbers were not always called active
# KOR beta-arrestin-1 = kappa opioid receptor blockers – cell-based, luminescence, uHTS (AID 1778); KOR beta-arrestin recruitment, luminescence, antagonist mode; higher % means a stronger effect; 290,000 tested, 0.091% active; one-dose inhibition, % at 10 µM; IC50 in µM for titrated hits; further: strong numbers were not always called active
# NOD1 NF-kB reporter = inhibition of NOD1-driven NF-kB reporter – cell-based, luminescence, uHTS, primary screen (AID 1578). NOD1-driven NF-kB luciferase reporter cells, luminescence; higher % means a stronger effect. one-dose inhibition, % at 4 µM; EC50 in µM for titrated hits. 290,000 tested, 1% active; in the data active means inhibition mostly above about 36%, no sharp cut-off; inactive means mostly below about 34%;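 further: HEK-293T reporter cells stimulated with the NOD1 agonist gamma-tri-DAP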
# HIV fusion peptide = cell-free HIV fusion peptide-binding blockers – biochemical, uHTS, fluorescence dequenching, primary screen (AID 1986); cell-free peptide binding, fluorescence dequenching, 30 min; higher % means a stronger effect; inhibition, % at 20 µM, or IC50 in µM where a hit was titrated; 290,000 tested, 0.3% active; in the data active means inhibition mostly above about 52%, no sharp cut-off; inactive means mostly below about 76%; further: some results filed as inactive read as strong as hits
# KOR beta-arrestin-2 = kappa opioid receptor activators – cell-based, luminescence, uHTS, primary screen (AID 1777); KOR beta-arrestin recruitment, luminescence; higher % means a stronger effect; activation, % at 10 µM; hits with a dose series show EC50 in µM; 280,000 tested, 0.02% active; in the data active means activation above about 50%, passing the limit was not always enough; further: a part of the inactive calls stands beside numbers as strong as those of hits
# Dengue-2 NS5 capping = flavivirus cap methylation enzyme inhibition – biochemical, confirmation dose response, primary screen (AID 588689); Dengue-2 NS5 methyltransferase capping enzyme assay, biochemical; higher % means a stronger effect; inhibition, % at 25 µM; hits with a dose series show IC50 in µM; 340,000 tested, 0.3% active; in the data active means a potency from the dose series; inconclusive means inhibition above about 29% without an active follow-up result
# AID2073 = disruptors of CaV2.2 binding to Mint1 – biochemical, HTRF (AID 2073). HTRF protein-protein interaction, Mint1-CaV2.2; higher % means a stronger effect. one-dose inhibition, % at 20 µM; IC50 in µM for titrated hits. 290,000 tested, 0.19% active; in the data active means inhibition mostly above about 51%, no sharp cut-off; inconclusive means no clear call, values can overlap the other calls; inactive means mostly below about 53%; further: some results filed as inactive read as strong as hits
# Numbers without * were called inactive; i = inactive; ? = inconclusive; . = not tested or not shown; [ ] = remark or other dose. Unless noted, no stated cut-off is given here; in the data, active means inhibition above about 50%; inactive means the rest. An excerpt; the hit share may differ from the screen's.
SMILES,Yfh1-off respiration,NOD2 inhibition,West Nile antiviral,KOR beta-arrestin-1,NOD1 NF-kB reporter,HIV fusion peptide,KOR beta-arrestin-2,Dengue-2 NS5 capping,AID2073
CC(OC(=O)CNS(=O)(=O)/C=C/c1ccccc1)C(=O)Nc1ccc(S(=O)(=O)N2CCCC2)cc1 (configuration not stated),i,15%,-1.1%,-25%,-23%,0.0%,12%,-1%,1%
Cc1ccc(C(C(=O)NCC2CCCO2)N(C(=O)c2snc(C(N)=O)c2N)c2ccc(F)cc2)o1 (configuration not stated),.,6%,-0.1%,10%,-14%,0.5%,-2.9%,-3%,11%
Nc1nnc(COc2ccc(Br)cc2Br)s1,i,-67%,-0.2%,-17%,-63%,0.1%,-3.5%,-2%,-6%
CCN(CC)CCNC(=O)c1c(O)c2cccc3c2n(c1=O)CCC3,i,12%,-0.3%,-18%,-12%,-2.1%,-3.4%,-7%,0%
COC(=O)c1ccccc1NC(=O)C12CC3CC(C1)CC(n1cnc(Cl)n1)(C3)C2,i,8%,0.7%,19%,28%,1.0%,4.1%,4%,-4%
COc1cc(OC)cc(C(=O)N2CCN(C(=O)Cc3ccccc3)CC2)c1,i,8%,-0.2%,-34%,-36%,1.0%,0.1%,-7%,3%
COC(=O)c1[nH]c2ccccc2c1NC(=O)CNC1CCCCC1,i,10%,1.5%,-7%,1%,2.2%,5.5%,-1%,-2%
Nc1nc(-c2ccc(Cl)cc2)cn1N,i,-26%,0.1%,-24%,-44%,0.8%,3.6%,0%,-2%
CC1(c2ccccc2)CC(C)(C)N(C(=O)c2cc([N+](=O)[O-])cc([N+](=O)[O-])c2)c2ccccc21 (configuration not stated),i,11%,-0.9%,-3%,-2%,0.3%,5.4%,-7%,-1%
CC(C)n1c(N2CCN(C(=O)Nc3ccc(Cl)cc3)CC2)nc2ccccc21,i,-4%,-0.9%,-12%,-46%,-0.5%,-3.1%,-6%,-5%
COc1ccc(S(=O)(=O)N(C(=O)c2ccco2)c2cc3sc(=O)oc3c3ccccc23)cc1,i,25%,0.4%,-14%,14%,44%,9.4%,68%,19%
CCOc1ccc(N(C)S(=O)(=O)c2cc(-c3cc(C)no3)ccc2C)cc1,.,25%,-0.3%,4%,-8%,-0.4%,-6.5%,-5%,-7%

# Part of the list above, with values under each structure.
# Fields – Yfh1-off respiration | NOD2 inhibition | West Nile antiviral | KOR beta-arrestin-1 | NOD1 NF-kB reporter | HIV fusion peptide | KOR beta-arrestin-2 | Dengue-2 NS5 capping | AID2073
- COC(=O)c1[nH]c2ccccc2c1NC(=O)CNC1CCCCC1
  i | 10% | 1.5% | -7% | 1% | 2.2% | 5.5% | -1% | -2%
- CC(OC(=O)CNS(=O)(=O)/C=C/c1ccccc1)C(=O)Nc1ccc(S(=O)(=O)N2CCCC2)cc1 (configuration not stated)
  i | 15% | -1.1% | -25% | -23% | 0.0% | 12% | -1% | 1%
- Nc1nnc(COc2ccc(Br)cc2Br)s1
  i | -67% | -0.2% | -17% | -63% | 0.1% | -3.5% | -2% | -6%

# Carrying on.
SMILES,Yfh1-off respiration,NOD2 inhibition,West Nile antiviral,KOR beta-arrestin-1,NOD1 NF-kB reporter,HIV fusion peptide,KOR beta-arrestin-2,Dengue-2 NS5 capping,AID2073
Cc1c(-n2c(SCC(C)C)nc3ccccc3c2=O)c(=O)n(-c2ccccc2)n1C,i,15%,-0.2%,-4%[20 µM],-20%,0.7%,-7.0%,-3%,5%
COc1ccccc1N1CCN(C(=O)c2cccc(C(=O)N3CCN(c4ccccc4OC)CC3)c2)CC1,.,35%,-1.5%,-41%[20 µM],21%,-0.5%,-2.2%,.,1%
Nc1ccc(-c2nc3c(ccc4ccccc43)[nH]2)cc1,.,8%,-0.9%,-16%,1%,1.9%,-1.3%,7%,50%
O=C(CN1CCN(c2ccccn2)CC1)NC1CCCCC1,i,6%,-0.1%,-39%,-2%,-0.5%,2.8%,2%,8%
CCN(CC)S(=O)(=O)c1ccc(N=Nc2c(C)[nH]n(C(N)=S)c2=O)cc1,?,-17%,0.4%,-7%,22%,10%,3.8%,4%,-10%
CCC(C)c1ccc(NC(=S)N2CCCC2)cc1 (configuration not stated),.,-41%,-0.7%,10%,-50%,-1.3%,8.0%,-6%,18%
CC(C)CCNC(=O)COc1cccc2c1OC(C)(C)C2,i,9%,-0.7%,22%,-22%,-1.4%,-5.5%,0%,-4%
C/C(=N/Nc1cc(-c2ccccc2)nc(-c2ccccc2)n1)c1ccc(O)cc1,i,-7%,1.7%,24%,14%,1.0%,3.6%,-10%,20%
O=C(Cc1ccccc1)NCc1ccc(F)cc1,i,-8%,-0.7%,22%,-14%,1.8%,-2.5%,-4%,12%
COc1ccc(N2CC(C)Cn3c2nc2c3c(=O)n(Cc3ccccc3)c(=O)n2C)c(OC)c1 (configuration not stated),i,7%,-1.2%,-6%,-24%,-0.9%,-3.9%,-5%,-1%
COc1ccc(-n2nc3c(N4CCC(C(=O)NCCc5ccco5)CC4)nnc(C)c3c2C)cc1,.,36%,?,-11%,-14%,-1.3%,-1.5%,-14%,-5%
COc1cc(CC(=O)OCC(=O)N2CCCCC2C)cc(OC)c1OC (configuration not stated),.,4%,-0.8%,-5%,4%,1.1%,-4.7%,-5%,-6%
Cc1ccc(SC2CCN(C(=O)C3CCC(=O)N(C4CC4)C3)CC2)cc1 (configuration not stated),.,7%,-0.3%,-31%,-39%,3.0%,4.1%,5%,-8%
CCOc1ccc(OCCSc2nc3ccccc3[nH]2)cc1,i,20%,-1.0%,18%,24%,-0.1%,-2.6%,-2%,5%
CC(NC(=O)CSC1=NCCS1)c1ccccc1 (configuration not stated),i,-6%,-0.4%,-8%,-5%,4.1%,-1.7%,-6%,7%
Cc1ccc(CN2C(=O)c3ccccc3C2C(=O)NCc2cccnc2)cc1 (configuration not stated),i,10%,-0.1%,-23%,9%,-1.1%,3.7%,-3%,-16%
CCCn1c2ccccc2c2nnc(SC(CC)C(=O)Nc3cc(C)on3)nc21 (configuration not stated),i,-10%,-0.2%,-50%,3%,0.5%,2.4%,-5%,7%
Cc1cc(/C=N/NC(=O)C(O)(c2ccccc2)c2ccccc2)c(C)n1-c1ccc(C(=O)O)cc1,i,-6%,-0.3%,16%,-47%,25%,-1.3%,0%,14%
S=C(NC1CC1)NC1CCCc2ccccc21 (configuration not stated),i,4%,-0.1%,4%,-9%,0.7%,-4.5%,-9%,-4%
COc1ccc(OC)c(S(=O)(=O)N/N=C\c2cn(CC(N)=O)c3ccccc23)c1,.,-4%,-0.1%,22%,-21%,0.9%,2.3%,1%,-6%
CCC(=O)Nc1ccc(Cl)c(NC(=S)NC(=O)COc2ccc(Cl)cc2)c1,i,2%,-0.2%,-5%,-23%,-0.8%,-2.1%,-4%,20%
CN1CCN(C(=O)/C=C\c2ccc(Cl)cc2)CC1,i,8%,0.1%,-14%,-38%,-0.7%,-1.2%,-3%,6%
NC1=NC(=O)S/C1=C\c1ccc(F)cc1,i,5%,0.3%,-12%,-12%,-0.8%,-2.5%,-10%,26%
Cc1ccc(C(=O)O/N=C(\N)c2ccc(Br)cc2)cc1C,i,-58%,0.0%,-62%,1%,-2.2%,-6.2%,-1%,-9%
Cc1ccccc1OC1CCN(C(=O)c2cc(COc3ccccc3)on2)CC1,.,-7%,-0.3%,4%,-40%,0.6%,-1.6%,-3%,15%
O=C(C[n+]1cc[nH]c1)c1ccc(Cl)cc1,.,-4%,-0.3%,-9%[20 µM],1%,0.5%,-1.7%,0%,10%
CC(=O)Nc1ccccc1C(=O)C(=O)Nc1ccc(C(=O)N2CCOCC2)cc1,i,-1%,-0.5%,-53%,-4%,-0.7%,9.2%,-4%,6%
Cc1nc(C(=O)N2CCc3c([nH]c4ccccc34)C2c2ccccn2)cs1 (configuration not stated),i,-10%,-0.7%,-25%[20 µM],-41%,-1.1%,.,.,-3%
CCOC(=O)c1[nH]c(C)c(C(=O)NC2CCCCCC2)c1C,i,4%,-0.4%,-2%,-21%,3.0%,-5.9%,-1%,12%
CC(=O)N1CCOc2ccc(S(=O)(=O)N3CCN(c4cccc(C(F)(F)F)c4)CC3)cc21,.,29%,-1.1%,-25%,10%,1.2%,3.8%,-10%,7%
COc1cc(S(=O)(=O)NCc2ccncc2)c(OC)cc1C,.,33%,-0.6%,-17%,-15%,-0.2%,0.0%,1%,1%
Cn1c2ccccc2c(=O)c2c(=O)n(-c3ccccc3)c(-c3ccc(C(C)(C)C)cc3)nc21,i,16%,-1.0%,2%,8%,-3.8%,1.1%,-9%,10%
CCOC(=O)CCC(=O)NNC(=O)COc1ccc(C(C)C)cc1Br,i,3%,0.1%,9%,-23%,1.1%,-5.4%,-11%,2%
O=S(=O)(Cc1ccccc1)NCC1CCCN(Cc2ccc3nonc3c2)C1 (configuration not stated),i,-3%,-1.5%,-26%,-36%,0.4%,2.5%,-4%,4%
Cn1cc(Cl)c(C(=O)Nc2cccc(Cl)c2Cl)n1,i,5%,0.7%,-49%,29%,-3.5%,-5.4%,-1%,4%
CCc1ccc(S(=O)(=O)N2CCN(c3ncccn3)CC2)cc1,.,4%,-1.1%,-58%[20 µM],-23%,0.7%,-0.4%,-6%,-2%
COC(=O)c1cccnc1-n1c(=O)c2cccnc2n(Cc2cccc(OC)c2)c1=O,i,16%,1.1%,29%,-9%,0.3%,-2.5%,-5%,10%
CC[n+]1c(C)n(-c2ccccc2)c2ccc(C(=O)OC)cc21,i,10%,-0.3%,-24%[20 µM],-19%,-0.1%,-3.6%,-7%,3%
Cc1cc(=O)oc2cc(OCC(=O)Nc3ccccc3C(=O)O)ccc12,.,6%,-0.3%,16%,-5%,4.1%,-1.5%,-7%,12%
CN1CCN(S(=O)(=O)c2ccc(N3CCN(C(c4ccccc4)c4ccccc4)CC3)nc2)CC1,i,11%,-1.2%,3%,27%,-2.0%,3.1%,-3%,6%
COc1ccc(N2CCN(C(=S)Nc3cc(C)cc(C)c3)CC2)cc1,i,-3%,1.2%,-18%,8%,-3.9%,1.8%,-1%,-15%
CCOc1ccc(-c2nnc(SCc3nnc(-c4ccccc4)o3)n2-c2ccccc2F)cc1,i,10%,-0.6%,0%,-39%,2.6%,5.5%,.,-3%
Cc1nn(-c2ccccc2)c2c1C(c1cccnc1)N1C=C(S(=O)(=O)N3CCCCC3)C=CC1=N2 (configuration not stated),i,9%,-0.1%,16%,5%,7.9%,4.8%,-8%,2%
Cc1nn(Cc2ccc(F)cc2Cl)c(C)c1[N+](=O)[O-],i,-5%,-0.5%,-36%[20 µM],-9%,-1.1%,-2.6%,2%,-9%
CCS(=O)(=O)n1nc(C(=O)N2CCOCC2)nc1N,i,-8%,0.1%,-11%,.,-0.4%,-2.7%,-1%,6%
COc1cccc(C(=O)OCc2cc(=O)oc3c(C)c(C)ccc23)c1OC,.,16%,-0.5%,-33%,-8%,0.4%,3.4%,2%,1%
O=C(CC(Nc1ccccc1)c1ccc(F)cc1)c1ccccc1 (configuration not stated),i,-29%,0.0%,8%,8%,-0.2%,2.4%,-7%,?
Cn1cccc1/C=N/n1c(-c2ccccc2)n[nH]c1=S,i,14%,0.3%,1%,-4%,1.5%,3.8%,0%,-28%
